Source: PubChem BioAssay
PfG6PD inh: PfG6PD (Plasmodium falciparum) enzyme inhibition; PfGluPho enzyme, NADPH resazurin-diaphorase fluorescence; inhibition, % at 20 µM; 350,000 tested, 0.78% active; AID 504690;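 active = inhibition reaching at least a set limit at 20 µM in the primary screen, cut at about 59% in these data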;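 also: 0% = DMSO wells with substrate and 100% = DMSO wells lacking glucose-6-phosphate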
Apaf-1 inh: blocks human Apaf-1 apoptosome activity; O14727; reconstituted apoptosome caspase-3 activity, DEVD-Rh110 fluorescence; inhibition, % at 20 µM; 330,000 tested, 0.71% active; active = inhibition of at least 40% at 20 µM;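 also: plate controls were DMSO wells for no effect and DEVD-CHO caspase inhibitor wells for full effect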
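Medium: Hepes buffer, pH 7.5 / System: biochemical Apaf-1 apoptosome reconstitution / Measured by: Rh110 fluorescence, excitation 480 nm, emission 540 nm / Times: compound with Apaf-1, dATP, procaspase-3 30 min, then 50 min reaction, room temperature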
SENP7 inh: SENP7 protease inhibition | inhibition, % at 5 µM | 330,000 tested, 1.5% active | Q9BQF6 | recombinant SENP7, Z-RLRGG-aminoluciferin luminescence, 40 min;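 active = inhibition above about 50% at the single test dose, limit read from the data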;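 also: plate controls were DMSO with enzyme for no effect and no enzyme buffer wells for full effect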
Target sequence (Q9BQF6 706-1050 limits assumed): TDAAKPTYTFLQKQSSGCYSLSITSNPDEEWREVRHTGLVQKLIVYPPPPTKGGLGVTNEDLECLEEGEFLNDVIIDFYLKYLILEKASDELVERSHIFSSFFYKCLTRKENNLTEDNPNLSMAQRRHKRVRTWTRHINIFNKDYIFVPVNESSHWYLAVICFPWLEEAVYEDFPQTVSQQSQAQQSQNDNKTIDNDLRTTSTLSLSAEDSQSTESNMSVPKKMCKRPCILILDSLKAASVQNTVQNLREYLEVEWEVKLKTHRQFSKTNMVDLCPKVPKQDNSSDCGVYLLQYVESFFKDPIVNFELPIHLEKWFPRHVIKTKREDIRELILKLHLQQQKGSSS
SENP8 block-1: inhibitors of human SENP8 protease; AID 602440; inhibition, % at 20 µM; Q96LD8; recombinant SENP8, Nedd8 substrate fluorescence; 360,000 tested, 0.64% active; in the data active = inhibition mostly above about 40%, no sharp cut-off; inactive = mostly below about 27%
NALP3 yeast inh: blocks the NALP3 inflammasome reconstituted in yeast; Yeast reconstituted NLRP3/ASC/caspase-1, beta-gal luminescence, 24 h; inhibition, % at 10 µM; 330,000 tested, 0.39% active;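 active = inhibition of 50% or more; inactive = inhibition below 50%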;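 also: plate controls were induced DMSO wells for no effect and uninduced yeast grown without galactose for full effect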
SENP8 block-2: inhibitors of human SENP8 protease | inhibition, % at 10 µM | 330,000 tested, 1.2% active | AID 2540 | purified SENP8, Z-RLRGG-aminoluciferin cleavage, luminescence; in the data active = inhibition above about 50%
SENP6 block: inhibitors of human SENP6 protease | 330,000 tested, 1.8% active | Recombinant SENP6 catalytic domain, aminoluciferin luminescence | inhibition, % at 10 µM | AID 2599;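 active = inhibition above about 50% at the single tested dose, limit read from the data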;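 also: plate controls were DMSO wells with enzyme for no effect and DMSO wells lacking enzyme for full effect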
Target sequence (Q9GZR1 628-1112 limits assumed): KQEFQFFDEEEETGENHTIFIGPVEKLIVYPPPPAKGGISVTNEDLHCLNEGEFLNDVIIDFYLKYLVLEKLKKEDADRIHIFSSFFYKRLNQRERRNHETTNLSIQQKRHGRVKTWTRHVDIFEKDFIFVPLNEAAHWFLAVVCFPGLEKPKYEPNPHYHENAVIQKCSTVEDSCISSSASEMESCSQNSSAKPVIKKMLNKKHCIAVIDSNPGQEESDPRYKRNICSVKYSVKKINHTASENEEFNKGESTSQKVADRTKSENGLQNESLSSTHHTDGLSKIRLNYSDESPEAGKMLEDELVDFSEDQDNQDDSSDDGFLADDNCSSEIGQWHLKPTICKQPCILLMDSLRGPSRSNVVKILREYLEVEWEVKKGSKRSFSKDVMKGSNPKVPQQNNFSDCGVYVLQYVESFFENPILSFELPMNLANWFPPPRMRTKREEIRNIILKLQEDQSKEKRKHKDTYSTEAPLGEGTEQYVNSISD
HKDC1 inh: inhibitors of human hexokinase HKDC1; Q2TB90; recombinant HKDC1, G6PDH/diaphorase resazurin coupled fluorescence; inhibition, % at 20 µM; 340,000 tested, 0.16% active;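 active = inhibition above about 35% when tested at 20 µM, limit read from the data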;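 also: plate controls were DMSO wells with enzyme for no effect and DMSO wells lacking enzyme for full effect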
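Test system: HK5 enzyme. Quantity: 5 µg/mL HK5 final. Reagent: glucose and ATP substrates. Schedule: 90 min reaction incubation at room temperature, dark. Technique: resazurin-to-resorufin fluorescence via G6PDH and diaphorase coupling, 525/613 nm. Control set: DMSO wells with and without enzyme mix.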
SENP1 inh: inhibitors of human SENP1 SUMO protease catalytic domain; Q9P0U3; recombinant SENP1 catalytic domain, CyPet-SUMO1-YPet FRET cleavage; inhibition, % at 10 µM; 360,000 tested, 0.21% active; AID 624204;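 active = inhibition at least 30% at 10 µM, raw YFP signal under a set limit, fluorescence ratio 0.5 to 1.5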;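 also: 0% = enzyme with DMSO and 100% = no enzyme wells; some results filed as inactive read as strong as hits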
Target sequence (Q9P0U3 419-644 limits assumed): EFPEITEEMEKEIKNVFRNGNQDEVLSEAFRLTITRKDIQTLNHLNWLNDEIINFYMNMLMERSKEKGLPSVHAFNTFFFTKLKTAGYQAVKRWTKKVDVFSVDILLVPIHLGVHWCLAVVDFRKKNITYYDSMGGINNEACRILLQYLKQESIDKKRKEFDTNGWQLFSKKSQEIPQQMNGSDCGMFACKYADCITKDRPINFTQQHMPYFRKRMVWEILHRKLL
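Assay system: hSENP1 catalytic domain, recombinant. Amount: SENP1 enzyme, 20 pM final. Schedule: 50 min reaction, RT, dark. Technique: FRET, CFP and YFP emission. Control set: no-enzyme wells low, DMSO-plus-enzyme wells high control.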
* hit, by the source's call; x = no result given.

SMILES	PfG6PD inh	Apaf-1 inh	SENP7 inh	SENP8 block-1	NALP3 yeast inh	SENP8 block-2	SENP6 block	HKDC1 inh	SENP1 inh
CCCN(CC1CCCO1)C(=O)CCc1nnc(-c2cc(C)on2)o1 (stereo not drawn)	-1	-4	-4	5	8	-8	-10	-5	-2
COC(=O)N/N=C/c1cccnc1	-8	-2	2	-453	15	-7	-18	13	-1
COc1ccc(OC)c(NC(=O)c2ccccc2N(C)S(=O)(=O)c2ccc(C)cc2)c1	-3	-2	-8	-3	24	2	-2	2	-1
COc1ccc(Br)cc1CN1CCCCCCC1	-12	-11	-14	23	0	-10	-12	10	1
CCCCOc1ccc(CC(=O)NCC(=O)O)cc1	-17	-10	-4	14	12	2	-12	6	4
CCCCCc1cccnc1	11	-13	0	24	9	0	8	0	2
COc1ccccc1/C=C/C(=O)OCC(=O)NCc1ccco1	21	2	-4	-103	5	-1	0	-10	3
COc1ccc(C(=O)C(C)OC(=O)COc2ccccc2)cc1 (stereo not drawn)	5	2	7	18	8	10	2	0	2
CC(C)Cn1c(=O)c(C(=O)Nc2cnccn2)c(O)c2ccccc21	10	4	4	-111	2	1	-4	1	-1
Cc1onc(-c2ccccc2)c1C(=O)Nc1cccnc1	-11	-8	-1	18	5	2	-4	-11	-3
COc1ccc(-c2c(C(C)=O)c(C)nc3sc4c(=O)n(-c5ccc(C)cc5)nnc4c23)cc1	3	10	5	-19	13	-1	21	1	-3
CCOC(=O)c1ccc(NC(=O)C(C)N2C(=O)c3ccccc3C2=O)cc1 (stereo not drawn)	11	-15	-7	13	14	6	3	-7	-1
COc1ccc(NC2CCCN(C(=O)c3ccccc3N3CCOCC3)C2)cc1OC (stereo not drawn)	34	6	2	6	6	6	13	4	-1
CC(Sc1ncnc2sc(-c3ccccc3)cc12)C(N)=O (stereo not drawn)	9	5	-4	-44	23	-6	2	-1	-3
CCc1ccc(CNC(=O)C2CC(=O)N(CCc3ccc(C)cc3)C2)cc1 (stereo not drawn)	-16	1	4	18	0	-4	5	-1	2
CN[C@H](CC(=O)O)C(=O)O	-8	2	-8	5	11	1	-14	-4	1
CC(C)=CCC/C(C)=C/COc1c2occc2cc2ccc(=O)oc12	34	22	-14	57*	1	-12	-13	8	-4
O=C(O)c1cnc(-c2ccccc2)nc1Sc1ccccc1	-46	18	6	8	13	5	0	2	-3
CCC(C)(C)n1nnnc1C(c1cc2cc3c(cc2[nH]c1=O)OCO3)N1CCCCC1 (stereo not drawn)	-18	1	2	-349	2	7	-16	-5	-25
O=C(COc1ccc2c(c1)CCC2)N1CCN(c2cccc(C(F)(F)F)c2)CC1	5	35	-7	3	11	-8	5	22	1
O=C1CCc2cc(S(=O)(=O)NCc3ccccc3Cl)ccc2N1	-11	7	-11	11	12	-12	-4	-4	0
CCCCc1c(CCC)c(=N)c2ccccc2n1C	-22	14	4	-237	2	7	-10	-14	1
CCOC(=O)N1CCN(C(=S)NC)CC1	-8	-8	7	30	-8	0	0	-6	1
CC(C)N(CCO)C(=O)CCc1nnc(CCCc2ccccc2)o1	-3	0	-4	19	-8	-5	7	-6	1
Clc1ccc(Cn2cc(/C=N/n3cnnc3)c3ccccc32)c(Cl)c1	12	27	12	23	13	-15	-13	5	4

Next section, overlapping the part above by five compounds.
SMILES	PfG6PD inh	Apaf-1 inh	SENP7 inh	SENP8 block-1	NALP3 yeast inh	SENP8 block-2	SENP6 block	HKDC1 inh	SENP1 inh
O=C1CCc2cc(S(=O)(=O)NCc3ccccc3Cl)ccc2N1	-11	7	-11	11	12	-12	-4	-4	0
CCCCc1c(CCC)c(=N)c2ccccc2n1C	-22	14	4	-237	2	7	-10	-14	1
CCOC(=O)N1CCN(C(=S)NC)CC1	-8	-8	7	30	-8	0	0	-6	1
CC(C)N(CCO)C(=O)CCc1nnc(CCCc2ccccc2)o1	-3	0	-4	19	-8	-5	7	-6	1
Clc1ccc(Cn2cc(/C=N/n3cnnc3)c3ccccc32)c(Cl)c1	12	27	12	23	13	-15	-13	5	4
Nc1ccn(Cc2cccc(F)c2)n1	-17	-6	0	7	-3	0	-21	12	-1
COc1ccc(-c2cc(C(=O)Nc3cc(C)nn3-c3ccccc3)no2)cc1	-2	-4	1	-120	3	13	7	-3	3
CC1CCC(C(=O)NC(C(=O)NCCc2ccc(S(N)(=O)=O)cc2)C(C)C)CC1 (stereo not drawn)	-2	-2	6	8	7	4	6	-3	3
CCC(C)c1c(O)nc(SCC(=O)N2CCCCCC2)[nH]c1=O (stereo not drawn)	5	-3	0	-2	7	-2	11	-7	-6
O=C1NN=C(c2ccc(Cl)cc2)CC1c1cccc(Cl)c1 (stereo not drawn)	-3	17	13	12	10	-12	-4	4	2
NC/C(=N\O)c1ccc(Cl)cc1Cl	-5	-5	5	8	2	-9	-19	3	-2
Cc1ccc(NS(=O)(=O)c2ccc(NC(=O)N3CCCCC3)cc2)cc1	6	14	-10	5	9	-11	-16	-1	0
CCc1ccc(NC(=O)C2CCN(c3c(N4CCCC4)c(=O)c3=O)CC2)cc1	0	-1	1	-3	13	-6	-10	-3	-2
Cc1ccc2c(c1)n([O-])c1c([n+]2=O)CCCC1	33	-4	5	6	15	4	-10	-6	7
CC1CCCCC12NC(=O)N(CC(=O)Nc1cccc(S(=O)(=O)N3CCCCC3)c1)C2=O (stereo not drawn)	1	13	-7	6	-3	-18	-12	-2	-1
CCOc1cc(CN2CCN(C(=O)c3ccco3)CC2)ccc1OC	13	4	2	20	1	-3	3	4	2
CCCNC(=O)Nc1ccc(F)c(Cl)c1	-3	-8	-4	5	20	-10	-4	-2	0
COC(=O)c1cc(OC(=O)CCc2ccc(OC)c(OC)c2)cc(C(=O)OC)c1	6	17	2	2	16	-9	-27	-3	3
Cc1occc1C(=O)N1CCCC(Nc2ccc(C(C)C)cc2)C1 (stereo not drawn)	8	12	-5	7	23	4	-7	0	1
COc1ccc(-n2nc(C(=O)Nc3ccc(OC)c(OC)c3)c3c4ccccc4n(C)c3c2=O)cc1	-3	13	-7	20	-5	0	1	3	3
O=C(C1CC(=O)N(c2ccc(Cl)cc2)C1)N1CCCCCC1 (stereo not drawn)	-3	9	14	11	14	0	8	1	1
Cc1ccc(S(=O)(=O)NCC(=O)NCC2CCCCC2)cc1C	15	12	7	12	9	4	-17	-1	0
CCC(C)(C)n1nnnc1CN(Cc1ccco1)Cc1cc2cc3c(cc2[nH]c1=O)OCO3	0	20	3	-460	9	2	2	-5	-19
CCCn1c(NC(=O)C23CC4CC(CC(O)(C4)C2)C3)nc2ccccc21	8	8	2	-24	10	-8	-12	-5	-7
CC(=O)Nc1ccc(S(=O)(=O)NCC2CCC(C(=O)N3CC(C)CC(C)C3)CC2)cc1 (stereo not drawn)	2	9	4	16	11	10	-7	-2	2
COc1ccc(-c2ccc(CCC(=O)O)n2CC(=O)Nc2cccc(OC)c2)cc1	-21	-6	5	-337	21	2	-6	7	-39
CC(C)Sc1oc(-c2ccco2)nc1S(=O)(=O)c1ccccc1	-2	7	-5	-8	20	0	-9	7	-3
O=C(c1cc2ccccc2o1)N1CCN(c2ncccn2)CC1	-7	3	-10	-14	26	-9	-7	-4	-1
O=C(CCN1C(=O)c2ccccc2C1=O)N1CCCCCC1	5	13	3	7	0	-10	-10	-4	2
O=C1CC(c2ccc(F)cc2)Cc2nc(NCc3ccco3)ncc21 (stereo not drawn)	5	5	2	-4	16	2	-9	-5	-3
Next entries:
SMILES	PfG6PD inh	Apaf-1 inh	SENP7 inh	SENP8 block-1	NALP3 yeast inh	SENP8 block-2	SENP6 block	HKDC1 inh	SENP1 inh
Cc1nn(C)cc1/C=N/NC(=O)CSc1ccccn1	-1	7	2	27	11	-1	-7	-4	0
Cn1c(=N)n(CC(=O)O)c2ccccc21	-3	-6	-2	29	2	1	-1	5	0
COc1ccccc1C=NNC(=O)c1ccncc1	-5	x	x	-11	x	x	x	-5	1
CCOC(=O)N1CCC(N2CCCC(CO)(Cc3ccccc3C)C2)CC1 (stereo not drawn)	8	-9	-10	3	-15	-11	-15	-3	-125
COc1ccc(-c2cc(N3C(=O)Nc4ccccc4N3O)n[nH]2)cc1	-1	-1	-3	10	-1	-14	-31	-11	2
Cc1ccc(S(=O)(=O)N2CCCC2)cc1C(=O)NC1CCCCC1	-2	5	18	13	5	-8	-5	0	2
CN(Cc1ccc(F)cc1)C(=O)c1ccc2c(c1)NC(=O)CS2	-2	8	6	-5	-5	-1	-33	-6	3
Cc1ccc(NNC(=O)c2snnc2C)cc1Cl	-5	-15	19	18	17	8	14	-4	1
C(=N\n1cnnc1)/c1cccs1	6	-21	-2	19	13	1	-20	-11	0
COC(CNC(=O)c1ccc(Cn2c(=S)[nH]c3cc4c(cc3c2=O)OCO4)cc1)OC	11	-4	3	18	6	6	0	-3	2
COC(=O)c1cc(C(=O)OC)cc(-n2c(C)cc(C(=O)CC#N)c2C)c1	-19	17	-11	-40	30	-11	-22	16	-41
CCOCCCNC(=O)c1ccccc1NC(=O)C1=C(C)OCCS1	-26	1	-1	10	13	-3	18	-4	0
COc1ccccc1CNC(=O)COC(=O)c1ccc([N+](=O)[O-])o1	11	11	14	37	15	-1	21	6	-1
CC(C)(C)C(=O)Nc1cccc2[nH]ncc12	-1	-5	3	18	25	5	-3	-7	-3
Cn1cnnc1SCC(=O)Nc1ccccc1	14	-1	-1	12	27	0	-6	-1	3
COc1ccc(Cc2nnc(NS(=O)(=O)c3ccc(NC(C)=O)cc3)s2)cc1	-18	4	5	-9	20	1	0	0	3
CCN(CC)c1nc(Nc2ccccc2)nc(Oc2ccc(C(=O)OC)cc2)n1	16	1	10	3	4	-6	11	-3	2
OC1CNc2c(ccc3ccccc23)C1 (stereo not drawn)	24	x	x	-447	x	x	x	3	-4
COc1ccc(-c2nn(-c3ccccc3)cc2C(=O)Nc2nccs2)cc1OC	32	16	2	-26	18	-1	-7	2	2
COc1ccc(-n2c(SCC(=O)NNC(=O)c3ccc(C)cc3)nnc2-c2ccncc2)cc1	-32	-4	0	26	4	-4	-28	13	1
CC1CCCCC1NC(=O)C1Cc2ccccc2CN1S(C)(=O)=O (stereo not drawn)	-14	-11	0	13	2	1	2	-7	3
CCOC(=O)Cc1nn2c(=O)cc(C)nc2s1	2	-5	3	-2	15	2	4	-4	8
COc1ccc(Br)cc1CN(C)C(=O)c1ccccc1SCC(=O)N1CCCC1	-14	x	x	-32	x	x	x	-6	0
Cc1ccc(NC(=O)CSc2nnc(C)c(=O)n2N)cc1Cl	-2	-15	0	14	8	-3	2	0	0
Cc1ccc(NC(=O)Cc2ccc(Cl)cc2)nc1	10	5	-17	-7	8	-10	-21	1	0
CC1CN(C2CCN(C(=O)c3cccc(Cl)c3)CC2)CC(C)O1 (stereo not drawn)	-16	-4	0	32	22	-1	-8	-5	-1

Three successive compounds already listed:
SMILES	PfG6PD inh	Apaf-1 inh	SENP7 inh	SENP8 block-1	NALP3 yeast inh	SENP8 block-2	SENP6 block	HKDC1 inh	SENP1 inh
Cc1ccc(NC(=O)CSc2nnc(C)c(=O)n2N)cc1Cl	-2	-15	0	14	8	-3	2	0	0
Cc1ccc(NC(=O)Cc2ccc(Cl)cc2)nc1	10	5	-17	-7	8	-10	-21	1	0
CC1CN(C2CCN(C(=O)c3cccc(Cl)c3)CC2)CC(C)O1 (stereo not drawn)	-16	-4	0	32	22	-1	-8	-5	-1
